Bioassay records (PubChem)
TROY NFkB inh = blocks TROY-dependent signaling in reporter cells; Q293 LMP1-TROYcd NF-kB luciferase reporter, 4 h; inhibition, % at 10 µM; 0.98% of 360,000 active;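 active = compounds whose plate-normalised and pattern-corrected inhibition of the luciferase reporter signal at the single screening dose is 50% or more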
CF NFkB block = blocks PAF-induced NF-kB reporter in cystic fibrosis cells. KKLEB NF-kB-GFP reporter, GFP fluorescence overnight. inhibition, % at 5 µM. 0.86% of 360,000 active. AID 588850;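 active = at least 50% inhibition at 5 µM, scaled per plate between neutral and stimulator controls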;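 also: PAF is a Pseudomonas aeruginosa culture filtrate used as stimulus; plate controls were PAF-stimulated DMSO wells for no effect and unstimulated DMSO wells for full effect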
KKLEB cytotox = CF airway cell cytotoxicity counter-screen | KKLEB CF airway cells viability, ATPlite luminescence, overnight; active compounds read low; cells stimulated with P. aeruginosa culture filtrate | activity change (cytotoxicity), % at 5 µM | 0.36% of 360,000 active;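 active = corrected activity change at or below -50% at 5 µM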
C8 TRAIL sens = sensitizes caspase-8 expressing cells to TRAIL. inhibition (viability loss, TRAIL sensitization), % at 10 µM. NB7+C8 cells + TRAIL, ATPlite viability luminescence. 1% of 360,000 active;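 active = compounds causing at least 50% loss of cell viability in the single-dose screen, relative to plate controls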
LMP1 NFkB inh = reduces LMP1-driven NF-kappaB luciferase signal. LMP1-induced NF-kappaB luciferase reporter cells, luminescence. inhibition, % at 12.5 µM. 0.69% of 350,000 active. AID 504558; in the data active = inhibition above about 41%;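 also: 0% = neutral control wells and 100% = reference inhibitor control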
LRH-1 inv ag = suppresses constitutive activity of human LRH-1. inhibition, % at 3.6 µM. HEK293T StAR-luciferase reporter, LRH-1 transfected, 24 h. AID 602396. 0.13% of 360,000 active. O00482;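 active = inhibition above the mean inhibition of all tested compounds plus 3 SD, cut at about 73% in these data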;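 also: 0% = DMSO wells and 100% = reporter-only cells lacking LRH-1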
TWEAK Fn14 block = blocks TWEAK-Fn14 interaction in a reporter cell assay | TWEAK-stimulated Fn14 reporter cells, luciferase luminescence, 8 h | inhibition, % at 10 µM | 2% of 360,000 active; in the data active = inhibition above about 50%
NCOA1 inh = human NCOA1 inhibition; Q15788; inhibition, % at 3.6 µM; AID 588354; 0.12% of 360,000 active; HEK293 GAL4-SRC1 luciferase reporter, luminescence;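 active = inhibition above the campaign mean plus 3 SD, with each screening campaign given its own cutoff, cut at about 60% in these data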;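 also: 0% = DMSO treated cells and 100% = gossypol at 36 µM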
SRC2 inh = inhibits human steroid receptor coactivator 2 | HEK293 GAL4-SRC2 luciferase reporter, luminescence | inhibition, % at 9 µM | AID 651957 | 0.17% of 370,000 active | Q15596;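 active = inhibition above the mean inhibition of all tested compounds plus 3 SD, set per campaign, cut at about 52% in these data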;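 also: 0% = DMSO treated cells and 100% = cells given Gossypol at 36 µM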
Target sequence (Q15596 whole entry, looked up, the tested form may be a part): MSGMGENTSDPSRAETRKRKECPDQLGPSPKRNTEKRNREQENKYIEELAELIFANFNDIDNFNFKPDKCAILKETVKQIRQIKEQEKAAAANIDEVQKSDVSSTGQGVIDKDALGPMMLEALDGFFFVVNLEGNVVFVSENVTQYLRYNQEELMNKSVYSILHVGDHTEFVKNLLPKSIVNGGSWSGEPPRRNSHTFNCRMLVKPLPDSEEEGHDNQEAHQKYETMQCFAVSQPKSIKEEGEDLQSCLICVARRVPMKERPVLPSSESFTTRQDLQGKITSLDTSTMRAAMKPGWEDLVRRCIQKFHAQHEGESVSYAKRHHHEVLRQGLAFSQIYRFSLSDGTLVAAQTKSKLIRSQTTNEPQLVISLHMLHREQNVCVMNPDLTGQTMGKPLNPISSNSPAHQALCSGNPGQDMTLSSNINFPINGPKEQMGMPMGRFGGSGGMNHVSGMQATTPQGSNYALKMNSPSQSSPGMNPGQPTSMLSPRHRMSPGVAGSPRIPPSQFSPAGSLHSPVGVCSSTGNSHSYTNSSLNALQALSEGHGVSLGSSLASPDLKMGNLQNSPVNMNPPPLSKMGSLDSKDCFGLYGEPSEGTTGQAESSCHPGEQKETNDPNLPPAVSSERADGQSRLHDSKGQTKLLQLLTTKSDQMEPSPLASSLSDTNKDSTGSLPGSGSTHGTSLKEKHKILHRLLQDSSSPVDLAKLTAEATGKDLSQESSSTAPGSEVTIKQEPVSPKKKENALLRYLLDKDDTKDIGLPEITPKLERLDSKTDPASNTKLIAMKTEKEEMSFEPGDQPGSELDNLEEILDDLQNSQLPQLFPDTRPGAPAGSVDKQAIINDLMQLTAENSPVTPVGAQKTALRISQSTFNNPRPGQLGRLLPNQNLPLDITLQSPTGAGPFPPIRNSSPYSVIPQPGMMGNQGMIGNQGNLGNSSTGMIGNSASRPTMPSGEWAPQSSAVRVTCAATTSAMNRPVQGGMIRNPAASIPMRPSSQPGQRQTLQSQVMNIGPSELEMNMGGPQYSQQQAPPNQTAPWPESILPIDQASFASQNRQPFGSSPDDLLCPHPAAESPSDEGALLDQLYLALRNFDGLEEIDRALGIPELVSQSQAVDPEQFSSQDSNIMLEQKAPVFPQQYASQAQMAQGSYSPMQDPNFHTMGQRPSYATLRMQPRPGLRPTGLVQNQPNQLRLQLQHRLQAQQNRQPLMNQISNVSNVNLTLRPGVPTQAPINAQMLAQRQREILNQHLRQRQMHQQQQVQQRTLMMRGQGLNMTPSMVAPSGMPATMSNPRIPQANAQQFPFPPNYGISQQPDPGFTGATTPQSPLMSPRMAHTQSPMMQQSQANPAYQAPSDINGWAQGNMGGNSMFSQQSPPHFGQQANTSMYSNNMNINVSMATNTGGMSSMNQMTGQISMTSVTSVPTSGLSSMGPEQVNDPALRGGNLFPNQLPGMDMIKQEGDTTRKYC
COUP-TFII inh = NR2F2 (human) inhibition, primary screen; P24468; inhibition, % at 8.6 µM; 0.7% of 370,000 active; HEK293T NGFI-A luciferase reporter, luminescence;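 active = inhibition above a per-plate cutoff, mean inhibition of test wells between control levels plus 3 SD, cut at about 38% in these data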;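 also: cells cotransfected with COUP-TFII expression vector driving the NGFI-A reporter; 0% = median of COUP-TF2 test wells and 100% = reporter-only cells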
NCOA3 inh = inhibits human SRC3 coactivator; Q9Y6Q9; HEK293 GAL4-SRC3 luciferase reporter, luminescence; inhibition, % at 3.6 µM; 0.17% of 360,000 active;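 active = inhibition above a per-campaign cutoff, the mean of all compounds plus 3 SD, cut at about 60% in these data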;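 also: 0% = DMSO-treated cells and 100% = gossypol-treated cells at 36 µM; higher means less SRC3-driven luciferase light from the GAL4 reporter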
Active calls of the source: *; . = no result given.

Structure	KKLEB cytotox	LRH-1 inv ag	SRC2 inh	LMP1 NFkB inh	NCOA1 inh	NCOA3 inh	TWEAK Fn14 block	COUP-TFII inh	CF NFkB block	TROY NFkB inh	C8 TRAIL sens
C/C(CC(=O)Nc1c(Cl)cccc1C(F)(F)F)=N\NC(=O)c1cnccn1	4.8	-8.7	4.6	0.7	-33.0	-24.1	9.1	-6.0	-20.7	4.8	5.6
COc1ccc(C(=O)Nn2cnnc2)cc1OC	1.8	-4.0	0.1	-3.4	7.5	31.4	-18.2	-5.1	-8.7	-6.8	-1.1
CCOC(=O)COc1c(Cl)cc(C2NC(=S)NC(c3ccccc3)=C2C(C)=O)cc1OC (stereo not drawn)	-4.4	8.6	-35.9	3.4	-4.3	-5.0	-11.1	11.2	-6.5	0.7	-6.8
CC(C)(C)C(=O)NC(=O)Nc1ccccc1C(F)(F)F	4.1	-2.0	-0.4	2.5	-8.0	4.0	2.3	-11.6	-7.4	1.1	-5.8
COc1cccc(CN(C)CC(=O)Nc2sc3c(c2C#N)CCC3)c1	3.6	2.1	23.6	8.7	3.0	0.3	-9.3	11.1	3.3	1.7	-1.9
CC(C)C(=O)NNc1ccccc1	0.4	-0.7	-30.3	-15.7	-4.1	11.0	-10.1	-1.8	-18.1	-5.4	-3.0
CCCn1c(SCC(=O)c2cc(C)n(-c3cc(C)on3)c2C)n[nH]c1=O	-11.8	10.4	6.0	2.7	0.1	-1.7	-3.8	6.7	8.9	-2.8	6.5
CC(C)(C)NC(=O)[C@]1(C)CCC[C@@]2(C)C3CC[C@@]4(C)C[C@]3(CCC21)CC4=O (stereo partly drawn)	-15.0	-16.7	9.7	-1.9	-1.0	9.3	-10.8	6.3	20.2	-11.4	20.8
COC(=O)C(C)Sc1nc2c([nH]c3ccccc32)c(=O)n1C (stereo not drawn)	-0.9	12.0	-36.3	-14.2	-11.1	7.3	12.4	10.2	4.9	7.2	-6.2
CN(C(=O)Cn1cc(C(F)(F)F)cc(Cl)c1=O)C1CCS(=O)(=O)C1 (stereo not drawn)	-8.7	19.2	3.4	-3.2	-13.2	-10.7	-0.5	-21.0	-9.3	16.1	-6.7
COc1ccc(C(CC(=O)c2ccccc2)CC(=O)c2ccccc2)cc1	-0.6	1.8	-5.4	-1.3	1.9	15.8	-24.2	-0.6	0.9	-23.4	2.7
CN(C)/C=C(/C(=O)c1ccc(Cl)c(Cl)c1)S(C)(=O)=O	4.4	-9.1	6.5	6.0	-18.9	2.5	15.4	-18.5	-6.3	1.4	-2.8
Cc1ccc(C2C(=O)N(C3CCC(C)CC3)CC(=O)N2C2CCCC2)cc1 (stereo not drawn)	-18.2	2.4	0.7	6.6	-19.8	-2.2	14.8	-1.0	18.0	-7.2	-5.1
NC(=O)C1CN(C(=O)c2nn(Cc3ccccc3)c(=O)c3ccccc23)c2ccccc2O1 (stereo not drawn)	-21.5	-31.3	-12.4	-3.9	-34.7	-8.8	-6.0	19.8	14.6	-10.3	13.3
CC(Oc1cc2oc(=O)c3c(c2cc1Cl)CCC3)C(=O)NCc1ccccn1 (stereo not drawn)	-1.7	4.5	-10.4	3.5	-0.1	-2.4	-14.1	-1.1	14.0	-12.1	-14.6
CC(C)(C)c1ccc(-n2ncc3c2CCCC3NC(=O)CN2CCCCC2=O)cc1 (stereo not drawn)	7.7	11.1	27.9	4.1	11.4	10.7	2.3	37.1	-8.8	13.3	15.0
CCOC(=O)c1ccc(NC(=O)CN2C(=O)C3C4C=CC(C4)C3C2=O)cc1 (stereo not drawn)	5.2	-9.0	13.6	-9.4	-8.6	-2.9	-0.1	8.1	6.2	1.4	6.1
CC1(C)Cc2c(sc3c2C2=NCCN2C=N3)CS1	0.4	1.5	-6.2	-9.5	3.0	17.6	3.6	13.5	8.1	10.3	1.5
COc1ccc(C(=O)NCCCOc2cccnc2)cc1OC1CCN(C(C)=O)CC1	15.3	-4.1	16.1	-14.7	-29.9	4.0	-0.9	4.5	-16.4	-13.7	-46.0
CCN(CC(=O)Nc1c(F)cccc1F)C(=O)Cc1ccc(S(=O)(=O)N2CCOCC2)s1	-7.5	-4.9	-8.8	2.3	-19.6	-20.2	2.9	8.1	6.2	-8.7	3.4
CCOc1ccccc1Cn1c(=O)sc2ccccc21	-11.3	-5.0	0.7	1.2	-6.5	-3.0	-3.6	-6.0	14.8	-20.1	1.1
CCN1C(=O)C(CC(=O)Nc2ccc(F)cc2)N(Cc2ccc3c(c2)OCO3)C1=S (stereo not drawn)	-3.3	1.8	-14.4	-6.6	-6.5	10.5	3.3	-23.9	1.1	8.0	7.5
Cc1noc(C)c1COc1ccc(C(=O)N2CC(C)CC(C)C2)cc1 (stereo not drawn)	-1.1	-21.8	11.2	8.2	-8.3	16.2	8.7	1.4	-1.4	0.5	-10.2
CC1C/C(=N\NC(=O)c2cccnc2)CC(C)(C)C1 (stereo not drawn)	-2.0	-14.3	-9.8	4.9	-5.3	-8.6	-12.1	-16.2	4.0	-4.6	-10.1
COc1ccc(-c2[nH]ncc2CN2CCN(C3CCCCC3)C(=O)C2)cc1F	-3.6	4.5	1.7	5.0	-68.6	16.4	8.7	3.0	8.4	15.4	-2.3
Cc1cc(=O)[nH]c(NN=Cc2c(Cl)cccc2Cl)n1	-11.1	-15.2	-9.1	4.8	5.5	-14.7	20.0	-4.4	17.5	-11.3	-2.8
COc1cccc(-c2cc3nc(C)c(C)c(N4CCN(C(=O)c5ccoc5)CC4)n3n2)c1	-11.5	-2.5	18.7	-4.6	-3.0	9.6	12.9	-4.8	2.6	-4.4	14.8
COc1ccc(S(=O)(=O)Nc2ccccc2Cl)cc1NC(C)=O	-5.9	1.0	-9.9	2.3	11.1	8.3	-12.1	-7.9	-6.4	16.9	-8.5
Cc1ccn2c(=O)c(NC(=O)c3ccc(Br)o3)c(C)nc2c1	-3.9	-4.5	3.6	5.0	-14.1	8.5	-1.4	17.0	-12.7	7.4	3.6
CCN1CCN(C2=C(NS(=O)(=O)c3ccc(C)cc3)C(=O)c3ccccc3C2=O)CC1	6.0	7.5	-7.8	-15.6	-4.8	4.2	-2.5	-27.8	30.6	16.4	52.0*

Further compounds.
Structure	KKLEB cytotox	LRH-1 inv ag	SRC2 inh	LMP1 NFkB inh	NCOA1 inh	NCOA3 inh	TWEAK Fn14 block	COUP-TFII inh	CF NFkB block	TROY NFkB inh	C8 TRAIL sens
Cc1ccc(Cc2cc(C)n[nH]c2=O)cc1	3.9	-4.4	-19.1	.	10.5	8.0	-13.0	-3.1	-0.4	-17.4	-2.8
COc1cccc(/C=N/n2nnnc2N)c1	2.7	2.1	4.8	0.4	-3.9	20.6	-6.0	7.9	-9.9	-22.7	4.2
COc1ccc2c(C)cc(=O)oc2c1	14.3	6.4	-32.1	7.3	-6.2	-11.6	-1.9	11.5	-16.0	-0.3	-7.5
CCOC(=O)c1[nH]c2ccccc2c1NC(=O)c1ccc(S(=O)(=O)N2CCOCC2)cc1	15.1	27.5	-22.1	-12.2	-22.1	-4.6	9.6	-7.4	1.7	-0.2	-5.6
CC1(C(=O)NS(=O)(=O)c2cccc(C#N)c2)CCN1C(=O)c1ccc(C2CCCCC2)cc1 (stereo not drawn)	1.1	-3.6	-6.9	.	5.2	-12.2	15.2	11.4	0.0	-14.8	-14.5
CCOC(=O)c1c(C)[nH]c(C)c1C(=O)COC(=O)c1ccc(Cl)c(S(=O)(=O)NCc2ccccc2)c1	-1.2	4.8	-4.4	-43.6	-5.5	3.9	-69.9	-0.6	19.3	-30.9	1.4
CN1CCCC1CCOC(C)(c1ccccc1)c1ccc(Cl)cc1 (stereo not drawn)	7.6	9.0	-1.2	-32.9	3.8	7.9	4.2	15.9	-0.2	6.8	20.5
COc1ccc(CN2CCN(C(=O)c3ccco3)CC2)cc1	4.5	2.1	-12.8	1.2	-11.1	-35.1	12.5	34.1	8.5	1.6	-15.1
O=C(O)CCNS(=O)(=O)c1ccccc1Br	8.5	6.5	-0.6	-0.3	-5.8	-1.8	10.8	14.9	-8.2	14.5	2.4
O=C(NC1CCCCC1)C1CCCN(S(=O)(=O)c2cnc[nH]2)C1 (stereo not drawn)	-10.2	9.1	-29.7	7.1	4.8	5.4	-3.3	0.8	11.6	-8.3	-7.4
CCCCC[C@H]1CCCCC[C@H](O)C[C@H](O)[C@@H](O)/C=C/C(=O)O1	.	30.7	14.6	.	.	.	15.0	14.0	.	14.3	-1.5
CCOC(=O)N1CCC(NC(=S)Nc2ccc3nc(N4CCN(C)CC4)cc(C)c3c2)CC1	0.5	5.7	-10.9	-8.1	-5.2	16.4	-10.3	-1.7	9.2	2.9	-16.6
COC(=O)c1sccc1NC(=O)c1cnc2cc(C)nn2c1C	3.2	-6.2	-2.2	11.0	-91.0	-14.2	-11.0	5.3	-7.1	16.4	-6.3
Cc1ccc(C(=O)Nc2ccc(C(=O)N/N=C/c3ccc(C)o3)cc2)cc1	-0.9	2.6	-18.2	-8.1	-12.4	-18.7	43.8	-18.9	18.6	-16.5	2.5
CN(C)CCCN(C(=O)c1ccc(N2C(=O)CCC2=O)cc1)c1nc2c(F)cccc2s1	4.3	-4.1	-14.0	-1.8	-6.7	4.2	6.8	-3.1	-2.9	-12.9	-1.4
CCN(CC(=O)NC1CCS(=O)(=O)C1)c1ccc(S(C)(=O)=O)cc1[N+](=O)[O-] (stereo not drawn)	2.3	-20.6	-23.0	4.7	-14.3	-2.6	2.8	0.0	-11.0	-5.8	-4.4
Cc1ccc(-c2nc(COC(=O)C3=NN(c4ccccc4)C(=O)CC3)cs2)cc1	3.9	-8.6	-46.5	-0.9	-25.2	-25.0	-8.2	-23.5	-0.2	-28.5	0.0
O=[N+]([O-])c1ccc(CSc2nnc(-c3cnccn3)o2)cc1	2.1	16.5	-1.1	3.2	-5.5	-21.2	4.1	5.1	8.4	12.2	-8.1
O=C(CSc1nc2nn(-c3ccccc3)c(=O)c-2c2n1CCCCC2)NCCc1ccccc1	-4.3	-17.0	-3.9	4.3	-21.7	0.7	3.3	6.8	11.9	10.6	-2.5
CCCCOC(=O)C1=C(C)Nc2ncnn2C1c1ccc(OCC)c(OC)c1 (stereo not drawn)	-10.8	4.0	-2.7	5.3	-6.4	11.6	-1.9	-10.8	5.5	10.8	9.4
CCc1ccccc1NC(=O)Cn1cccc1C1=NC(c2ccccc2)CO1 (stereo not drawn)	-23.6	2.8	0.1	3.7	-28.3	-3.0	-4.9	19.8	9.6	5.9	-9.3
O=C(COc1coc(CN2CCc3ccccc32)cc1=O)N1CCCCC1	9.8	-0.8	-7.2	0.7	-24.5	5.5	-2.9	12.3	-13.0	-17.6	14.1
O=C(NCc1ccccc1)c1cc(C2COCCN2S(=O)(=O)c2ccccc2)on1 (stereo not drawn)	-2.4	-6.1	10.3	.	7.3	-10.7	9.7	12.7	6.0	-1.1	1.4
CN1CCN(C(=O)/C(=C\c2cccs2)NC(=O)c2ccccc2)CC1	9.0	5.3	-29.1	9.0	13.9	16.5	-5.4	4.0	-6.6	3.0	-5.8
